From PubChem BioAssay
AMPAR-TARP mod: modulators of GluA2-stargazin AMPA receptor complexes, primary screen, cell-based, membrane potential dye; HEK293 GluA2+stargazin, membrane potential dye (FDSS), glutamate EC50; hits were called plate by plate, in both directions; calls only at 30 µM; actives 3.5% (n = 40,000); AID 1259245, 2017;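 active means any of four per-well response measures lying three or more SD from its plate-wide compound average, in either direction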
Target sequence (O88602 whole entry, looked up): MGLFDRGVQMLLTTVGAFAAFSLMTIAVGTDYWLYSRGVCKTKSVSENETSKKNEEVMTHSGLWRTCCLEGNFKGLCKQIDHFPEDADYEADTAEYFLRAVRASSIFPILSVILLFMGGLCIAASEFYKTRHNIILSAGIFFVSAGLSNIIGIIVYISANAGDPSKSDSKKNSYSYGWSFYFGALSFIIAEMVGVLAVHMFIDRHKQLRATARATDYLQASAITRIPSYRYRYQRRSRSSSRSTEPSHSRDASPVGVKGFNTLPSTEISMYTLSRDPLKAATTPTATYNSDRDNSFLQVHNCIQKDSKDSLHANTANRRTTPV
Target sequence (P19491 whole entry, looked up): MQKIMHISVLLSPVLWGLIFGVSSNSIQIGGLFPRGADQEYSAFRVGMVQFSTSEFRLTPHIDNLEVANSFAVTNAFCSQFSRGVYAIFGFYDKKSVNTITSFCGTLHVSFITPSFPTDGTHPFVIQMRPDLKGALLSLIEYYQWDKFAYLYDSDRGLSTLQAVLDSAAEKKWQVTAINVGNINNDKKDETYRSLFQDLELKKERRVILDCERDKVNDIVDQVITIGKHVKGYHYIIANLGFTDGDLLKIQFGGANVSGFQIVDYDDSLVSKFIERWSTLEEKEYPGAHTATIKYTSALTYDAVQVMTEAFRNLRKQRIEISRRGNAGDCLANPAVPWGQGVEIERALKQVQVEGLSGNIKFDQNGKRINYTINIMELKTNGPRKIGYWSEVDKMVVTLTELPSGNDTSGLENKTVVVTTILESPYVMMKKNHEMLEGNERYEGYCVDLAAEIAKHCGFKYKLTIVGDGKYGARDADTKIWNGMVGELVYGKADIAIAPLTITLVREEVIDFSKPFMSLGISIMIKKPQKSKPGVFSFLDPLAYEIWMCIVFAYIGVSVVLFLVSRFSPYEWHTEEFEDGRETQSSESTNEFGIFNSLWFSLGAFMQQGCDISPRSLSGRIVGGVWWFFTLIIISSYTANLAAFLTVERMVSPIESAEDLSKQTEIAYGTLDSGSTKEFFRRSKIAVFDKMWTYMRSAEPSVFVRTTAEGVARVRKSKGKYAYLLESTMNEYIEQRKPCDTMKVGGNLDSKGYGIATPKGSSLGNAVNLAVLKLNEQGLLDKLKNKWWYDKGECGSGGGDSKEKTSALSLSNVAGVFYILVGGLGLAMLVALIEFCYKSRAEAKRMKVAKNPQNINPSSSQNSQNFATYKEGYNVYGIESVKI
AMPAR-TARP mod agonism max-min: further read-out of AMPAR-TARP mod, marked with its call; compound max-min signal; compound-alone response (agonism);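 unitless range of fluorescence divided by baseline over first 100 seconds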
AMPAR-TARP mod glutamate slope: also measured in AMPAR-TARP mod; calls as there; glutamate slope, % of max; measured here: glutamate response slope, % max;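 scaled per plate between vehicle wells and maximal 1 mM glutamate control wells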
* hit, by the source's call; i = inactive; + = active, no number; & = joins results of further samples.

SMILES	AMPAR-TARP mod	AMPAR-TARP mod agonism max-min	AMPAR-TARP mod glutamate slope
CS(=O)(=O)N1CCCC1C(=O)Nc1ccc2sccc2c1 (configuration not stated)	i	0.1	66
CCOC(=O)N1CCN(C(=O)CSc2ncc(CO)n2Cc2ccc(C)cc2)CC1	i	0.065	68
COc1cccc(NC(=O)N2CCN(c3ccc(-c4ccccc4C)nn3)CC2)c1	i	0.045	61
O=C(Cc1ccc(Cl)cc1)NCCOc1ccc(-c2cccs2)nn1	i	0.034	47
CCCS(=O)(=O)N1CCN=C1SCc1ccc(C(F)(F)F)cc1	i	0.11	53
CN1CCOc2ccc(NC(=O)Nc3cccs3)cc2C1=O	i	0.11	40
Cc1cc(C)c(-c2ccc(=O)n(CC(=O)Nc3ccc4c(c3)OCCO4)n2)cc1C	i	0.093	94
Cc1ccc(NC(=O)C(=O)NCC(c2cccc3ccccc23)N2CCCC2)cc1C (configuration not stated)	i	0.085	66
O=C(NCc1ccccc1Cl)C(=O)Nc1c2c(nn1-c1ccc(Cl)cc1)CSC2	i	0.039	79
Cc1cc(-c2nnc(SCC(=O)Nc3nc4ccc(F)cc4s3)o2)c(C)o1	i	0.11	61
COCCn1c(NC(=O)Nc2ccccc2C#N)c2ccccc2nc1=O	i	0.13	61
CCOc1cccc2sc(N(Cc3ccccn3)C(=O)c3ccnn3C)nc12	i	0.04	46
CCc1ccc(S(=O)(=O)c2nnn3c2nc(NCCOC)c2cc(Cl)ccc23)cc1	i	0.067	41
CCCn1c(N2CCC(C)CC2)nc2c1c(=O)n(C)c(=O)n2C	i	0.12	65
CSc1ccc(CC(=O)Nc2nc3cc4c(cc3s2)OCO4)cc1	i	0.099	64

Quoted at random: 2 entries already listed
SMILES	AMPAR-TARP mod	AMPAR-TARP mod agonism max-min	AMPAR-TARP mod glutamate slope
CCOc1cccc2sc(N(Cc3ccccn3)C(=O)c3ccnn3C)nc12	i	0.04	46
CCCn1c(N2CCC(C)CC2)nc2c1c(=O)n(C)c(=O)n2C	i	0.12	65

Four neighbouring compounds already listed, quoted:
SMILES	AMPAR-TARP mod	AMPAR-TARP mod agonism max-min	AMPAR-TARP mod glutamate slope
CS(=O)(=O)N1CCCC1C(=O)Nc1ccc2sccc2c1 (configuration not stated)	i	0.1	66
CCOC(=O)N1CCN(C(=O)CSc2ncc(CO)n2Cc2ccc(C)cc2)CC1	i	0.065	68
COc1cccc(NC(=O)N2CCN(c3ccc(-c4ccccc4C)nn3)CC2)c1	i	0.045	61
O=C(Cc1ccc(Cl)cc1)NCCOc1ccc(-c2cccs2)nn1	i	0.034	47

The listing continues:
SMILES	AMPAR-TARP mod	AMPAR-TARP mod agonism max-min	AMPAR-TARP mod glutamate slope
Cc1ccc(S(=O)(=O)N2CCCc3cc(NS(=O)(=O)c4c(C)cc(C)cc4C)ccc32)cc1	i	0.11	71
COc1ccc(Br)cc1S(=O)(=O)N1CCCN(S(=O)(=O)c2cc(Br)ccc2OC)CC1	i	0.064	50
O=C(NCC(O)(c1ccccc1)C(F)(F)F)C(=O)Nc1ccccc1 (configuration not stated)	i	0.12	44
O=C(Cc1ccccc1)Nn1c(SCC(=O)c2ccccc2)nc2ccccc2c1=O	i	0.12	57
NC(=O)C1Cc2ccccc2N1S(=O)(=O)c1ccccc1 (configuration not stated)	i	0.064	40
COc1ccc(-c2nnc3ccc(OCCNC(=O)Nc4ccccc4C)nn23)cc1OC	+	0.19*	63*
CC1CCCCN1Cc1nc2c(c(=O)n(C)c(=O)n2C)n1CC(N)=O (configuration not stated)	i	0.063	62
COc1ccc(Cl)cc1C(=O)Nc1cc(C2CC2)nn1-c1nc(C)cc(=O)[nH]1	i	0.14	56
Cc1noc(C)c1S(=O)(=O)Nc1cc(-c2ccco2)nn1C1CCS(=O)(=O)C1 (configuration not stated)	i	0.1	64
COCc1nc2ccccc2n1CC(O)COc1ccc(C(C)C)cc1 (configuration not stated)	+	0.15*	43*
COc1ccccc1N1C(=O)S/C(=C\c2ccccc2)C1=O	i	0.094	76
CC(C)=CC(=O)Nc1sc2c(c1C(N)=O)CCC(C)C2 (configuration not stated)	i	0.11	87
COc1ccc(S(=O)(=O)N2CCCOC2CNC(=O)C(=O)NCc2ccncc2)cc1C (configuration not stated)	i	0.091	67
CCCCN1C(=O)CCc2cc(NC(=O)c3ccc(OC)c(OC)c3)ccc21	i	0.061	49
CSc1ccccc1NC(=O)C(=O)NCC(O)c1ccsc1 (configuration not stated)	i	0.14	44
O=C(NCCc1ccccc1)C1CCN(c2cc(Oc3ccccc3)ncn2)CC1	i	0.092	52
Cc1ccc2c(c1)NC(SCC(=O)Nc1cc(Cl)ccc1C)=NS2(=O)=O	i	0.048	47
COc1ccc(N2C(=O)C(F)(F)C2c2ccc(F)cc2)cc1 (configuration not stated)	i	0.12	64
Cc1ccc(C(CNS(=O)(=O)c2cccc3ccccc23)N2CCOCC2)cc1 (configuration not stated)	i	0.096	73
Cc1cc(NC(=O)Cc2ccc3c(c2)OCO3)n(C(C)C)n1	i	0.068	54
O=C(Nc1ccc2c(c1)OCCO2)c1csc(NS(=O)(=O)c2ccccc2)n1	i	0.095	44
O=C(O)c1ccccc1SC1CC(=O)N(CCc2ccccc2)C1=O (configuration not stated)	i	0.08	58
COc1ccc(OC)c(NC(=O)c2cc3cc(Cl)ccc3oc2=O)c1	i	0.15&0.12	56&113
Cc1ccc(S(=O)(=O)CCC(=O)Nc2cc(C)nn2C(C)C)cc1	i	0.08	49
Cc1ccc(C)c2sc(N(CCN3CCOCC3)C(=O)c3ccco3)nc12	i	0.095	58
O=C1/C(=C/c2cc(Cl)cc3c2OCOC3)Oc2cc(O)ccc21	i	0.11	62
CCn1nnc2c(Nc3cc(Cl)ccc3C)ncnc21	i	0.11	66
CC(C)Oc1ccc(C(=O)NCCCN2CCOC(c3ccccc3)C2)cc1 (configuration not stated)	i	0.069	48
O=C(c1cc(=O)c2ccccc2o1)N1CCC(c2nnc(-c3ccc(F)cc3)o2)CC1	i	0.11	54
O=C(NC1(c2nc(-c3cnccn3)no2)CCCCC1)c1ccsc1	i	0.041	51
O=C(CCN1C(=O)c2ccccc2S1(=O)=O)Nc1ccc2c(c1)OCCO2	i	0.096	93
O=C(Cc1csc(Nc2ccccc2)n1)N1CCN(c2ncccn2)CC1	i	0.1	62
Cc1ccc2nc(NC(=O)c3ccc(S(=O)(=O)N(C)Cc4ccco4)cc3)sc2c1	i	0.054	49
COC(=O)c1nnn(CC(=O)Nc2ccc(Br)cc2F)c1C(=O)OC	i	0.054	50
CCOc1ccc(NC(=O)CSc2nnc(-c3ccc(OC)c(OC)c3)n2N)cc1	i	0.057	58
CCOc1ccc(S(=O)(=O)Nc2ccc(-c3cn4nc(OC)ccc4n3)cc2)cc1	i	0.081	61
O=C(CCCc1ccccc1)NCC(O)Cc1ccccc1 (configuration not stated)	i	0.12	79
O=C(c1ccc(=O)n(Cc2ccc(F)cc2)n1)N1CCN(c2cccc(Cl)c2)CC1	i	0.064	57
Cc1ccc(-c2ccc(OCCNS(=O)(=O)c3ccc(C)cc3C)nn2)cc1	i	0.036	57
CCCN1CCCc2cc(CCNC(=O)C(=O)Nc3cccc(Cl)c3C)ccc21	i	0.066	-3
CCSc1nnc(NC(=O)CSc2nnnn2-c2ccccc2F)s1	i	0.089&0.044	55&105
CN(C)c1cccc(C(=O)Nc2ccc(-n3nnn(CC(N)=O)c3=O)cc2)c1	i	0.1	85
COc1ccc(NC(=O)c2ccc(Cl)cc2Cl)c2ccccc12	i	0.1	71
CC(=O)Nc1ccc(OCC(O)CN2CCN(S(=O)(=O)c3ccccc3)CC2)cc1 (configuration not stated)	i	0.065	42
O=c1[nH]c2c(c3c1CCC3)CCCC2	i	0.12	54

A draw from above in order of heavy-atom count, largest number first.
SMILES	AMPAR-TARP mod	AMPAR-TARP mod agonism max-min	AMPAR-TARP mod glutamate slope
O=C(c1ccc(=O)n(Cc2ccc(F)cc2)n1)N1CCN(c2cccc(Cl)c2)CC1	i	0.064	57
COC(=O)c1nnn(CC(=O)Nc2ccc(Br)cc2F)c1C(=O)OC	i	0.054	50
COc1ccc(NC(=O)c2ccc(Cl)cc2Cl)c2ccccc12	i	0.1	71
O=c1[nH]c2c(c3c1CCC3)CCCC2	i	0.12	54

(next part)
SMILES	AMPAR-TARP mod	AMPAR-TARP mod agonism max-min	AMPAR-TARP mod glutamate slope
COc1cc(C(=O)NCC(c2ccc(F)cc2)N(C)C)cc(OC)c1OC (configuration not stated)	i	0.12	59
O=C(CCCNC(=O)c1ccc2nsnc2c1)Nc1cccc2cccnc12	i	0.083	66
COc1ccc(OC)c(S(=O)(=O)NCC2CCN(C)CC2)c1	i	0.085	70
O=C(Nc1cccc(C(F)(F)F)c1)C(=O)N1CCN(Cc2ccc3c(c2)OCO3)CC1	i	0.17	54
O=C(NC1CCCCC1N1C(=O)CSC1=O)c1cncc(Br)c1 (configuration not stated)	i	0.075	62
N#Cc1ccccc1NC(=O)C(=O)NCC1CCN(Cc2ccsc2)CC1	i	0.084	54
CS(=O)(=O)N1CCCC(C(=O)Nc2nc(-c3cccs3)cs2)C1 (configuration not stated)	i	0.068	39
CC(C)(C)OC(=O)N1CCN(CCNS(=O)(=O)c2cccc(Cl)c2)CC1	i	0.13	66
COc1ccc(S(=O)(=O)Nc2ccc3c(c2)CCCN3C(=O)c2ccccc2)cc1Cl	i	0.15	65
COc1ccc(-n2c(=O)c3ccccc3n(CC(=O)NC3CCCC3)c2=O)cc1	i	0.057	38
O=C(COc1ccc2ccccc2c1)NNC(=O)c1cccn(Cc2ccc(F)cc2)c1=O	i	0.082	51
O=C(NCC1CCN(Cc2ccsc2)CC1)C(=O)Nc1ccc(F)c(F)c1	i	0.11	57
O=S(=O)(NC1CCCC(O)C1)c1ccc(Cl)s1 (configuration not stated)	i	0.16	74
CCc1ccc(NS(=O)(=O)c2n[nH]c(C)c2C(=O)n2nc(C)cc2C)cc1	i	0.13	42
O=S(=O)(Cc1ccccc1Cl)N1CCC(c2ccsc2)CC1	i	0.058	61
CCOCCn1c(CCCO)nc2ccccc21	i	0.092	39
O=C(Nc1cccc(C(F)(F)F)c1)C(=O)Nc1ccc2c(c1)OCCO2	i	0.13	78
CCCNS(=O)(=O)c1ccc(F)c(C)c1	i	0.046	54
Cc1cccc(N2C(=O)N(c3ccccc3Cl)C3CS(=O)(=O)CC32)c1 (configuration not stated)	i	0.055	32
COc1ccc(CC(=O)Nc2cc(-c3ccco3)nn2-c2nc(-c3ccccc3)cc(=O)[nH]2)cc1OC	i	0.072	56
CCOc1ccccc1NC(=O)Nc1ccc2c(c1)CCC(=O)N2	i	0.14	53
Nc1c(C(=O)N2CCCC2)sc2nc(-c3ccco3)c3c(c12)CCCC3	+	0.078*	4.1*
Cn1nc(C2CCCN(C(=O)c3ccc4ncsc4c3)C2)n(-c2ccccc2)c1=O (configuration not stated)	i	0.09	61
CCOc1ccc(NC(=O)c2nn(-c3ccc(F)cc3)cc2OCC)cc1	i	0.087	66
Cn1c(=O)[nH]c(=O)c2c1nc(Nc1cccc(Cl)c1Cl)n2CC(=O)O	i	0.055	38
Cc1ccc2nc(NC(=O)CN3CCC(c4nnc(-c5ccco5)o4)CC3)sc2c1	i	0.057	53
Cc1ccc(NCCNC(=O)Nc2cccc(C(F)(F)F)c2)nn1	i	0.12	50
O=C(CC1CSc2nccc(=O)n21)NCC1CCCO1 (configuration not stated)	i	0.069	46
O=C(NCc1ccc2c(c1)OCO2)C(=O)NCC1COC2(CCCCC2)O1 (configuration not stated)	i	0.093	58
Cn1c(C(F)(F)F)nn(CCNC(=O)c2ccccc2F)c1=O	i	0.1	42
Cc1cc2nc(NC(=O)c3ccc(S(=O)(=O)C(C)C)cc3)sc2cc1C	i	0.11	63
Cc1ccc(S(=O)(=O)NNc2ccc(Cl)nn2)cc1	i	0.17	53
Cn1cnc2nc(N3CCCCC3)[nH]c(=O)c21	i	0.12	46
Cc1cc2nc(N(CCN3CCOCC3)C(=O)c3cc(Cl)sc3Cl)sc2cc1C	i	0.07	53
CC(=O)Nc1cccc(NC(=O)CSc2nnc(-c3ccncc3)o2)c1	i	0.027	46
Cc1cccc(S(=O)(=O)N2CCN(c3ccccc3F)CC2)c1	i	0.084	90
NS(=O)(=O)c1ccc(CNC(=S)Nc2ccc(Nc3ccccc3)cc2)cc1	i	0.061	29
O=C(Nc1nc(-c2ccc(-c3ccccc3)cc2)cs1)c1ccno1	i	0.12	61
O=C(NC1CCCC1)C(=O)N1CCN(C(c2ccccc2)c2ccccc2)CC1	i	0.13	68
O=C(CCCS(=O)(=O)c1ccc(F)cc1)Nc1nc2c(Cl)cccc2s1	i	0.091	58
O=C(O)/C=C1\C(=O)Nc2ccccc21	i	0.083	56
COc1ccc(C)cc1NC(=O)C(=O)NCC1CCN(Cc2ccco2)CC1	i	0.053	62
O=S(=O)(c1ccc2c(c1)OCCO2)N1CCN(Cc2nc(-c3cccs3)cs2)CC1	i	0.13	54

Gathered by group, the entries above with bromine
SMILES	AMPAR-TARP mod	AMPAR-TARP mod agonism max-min	AMPAR-TARP mod glutamate slope
COc1ccc(Br)cc1S(=O)(=O)N1CCCN(S(=O)(=O)c2cc(Br)ccc2OC)CC1	i	0.064	50
COC(=O)c1nnn(CC(=O)Nc2ccc(Br)cc2F)c1C(=O)OC	i	0.054	50
O=C(NC1CCCCC1N1C(=O)CSC1=O)c1cncc(Br)c1 (configuration not stated)	i	0.075	62

The list is partial. The share of hits here may be higher or lower than overall.
